Screening data: PubChem, several laboratories
M. tuberculosis GlmU: inhibition of mycobacterial GlmU enzyme – biochemical, glucosamine-1-phosphate acetyltransferase (AID 1376); M. tuberculosis GlmU acetyltransferase enzyme assay; higher % means a stronger effect; one-dose inhibition, %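 (tested at 30 µM in the primary screen)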; IC50 in µM for titrated hits; 220,000 tested, 0.25% active; in the data active = inhibition above about 13%;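 also: 0% = complete reaction with vehicle and 100% = reaction without substrate; strong numbers were not always called active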
RmlCD inh 1536: blocks M. tuberculosis RmlC and RmlD coupled enzymes. RmlC+RmlD coupled enzyme assay, percent inhibition; primary screen in compound mixtures. P9WH09+P9WH11. inhibition, % at 3.6 µM. 160,000 tested, 0.03% active; in the data active = inhibition mostly above about 34%, no sharp cut-off; also: some results filed as inactive read as strong as hits
Target sequence (P9WH09 whole entry, looked up): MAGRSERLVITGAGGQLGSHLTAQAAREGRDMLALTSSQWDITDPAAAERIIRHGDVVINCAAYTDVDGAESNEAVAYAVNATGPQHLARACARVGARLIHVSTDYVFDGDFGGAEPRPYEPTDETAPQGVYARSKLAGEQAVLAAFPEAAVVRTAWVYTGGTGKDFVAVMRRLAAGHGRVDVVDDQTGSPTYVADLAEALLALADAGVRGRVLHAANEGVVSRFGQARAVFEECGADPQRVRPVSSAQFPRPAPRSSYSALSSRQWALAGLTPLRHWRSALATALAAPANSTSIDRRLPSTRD
Target sequence (P9WH11 whole entry, looked up): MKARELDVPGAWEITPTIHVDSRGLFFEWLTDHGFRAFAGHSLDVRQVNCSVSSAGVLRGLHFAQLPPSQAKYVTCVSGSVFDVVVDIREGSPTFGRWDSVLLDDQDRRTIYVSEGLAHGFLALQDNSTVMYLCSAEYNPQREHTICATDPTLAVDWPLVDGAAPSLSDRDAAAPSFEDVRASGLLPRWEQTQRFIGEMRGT
An asterisk follows results filed as active; nt = no result given. These rows are one share of the data (hit frequency here may not be typical).

A first look:
SMILES	M. tuberculosis GlmU	RmlCD inh 1536
CSC1=NC(C)(C)CC2(C)Nc3ccccc3N12 (stereo unspecified)	-1.8%	-8.6
Cn1c(=O)c2c(nc(CN3CCCCC3)n2Cc2c(F)cccc2Cl)n(C)c1=O	-4.7%	nt
CCn1c(SCC(=O)NCc2ccccc2)nc2ccccc2c1=O	4.3%	nt
Nc1nc(Cl)nc2ccc(Br)cc12	3.2%	5.0

The list itself, previewed entries included:
SMILES	M. tuberculosis GlmU	RmlCD inh 1536
CSC1=NC(C)(C)CC2(C)Nc3ccccc3N12 (stereo unspecified)	-1.8%	-8.6
Cn1c(=O)c2c(nc(CN3CCCCC3)n2Cc2c(F)cccc2Cl)n(C)c1=O	-4.7%	nt
CCn1c(SCC(=O)NCc2ccccc2)nc2ccccc2c1=O	4.3%	nt
Nc1nc(Cl)nc2ccc(Br)cc12	3.2%	5.0
Cc1noc(/C=C/N(C)C)c1S(=O)(=O)N(C)CC(=O)N1CCc2ccccc21	-1.2%	5.6
COc1ccc(N2CCN(C(=O)c3ccc4c(=O)n(CCc5ccc(OC)c(OC)c5)c(=O)[nH]c4c3)CC2)cc1	-6.0%	nt
COc1ccc(C(=O)N2CCN(c3nc4ccccc4o3)CC2)cc1OC	-0.7%	-2.7
CC(C)(C)c1ccc(OCc2ccc(C(=O)N/N=C/c3ccc([N+](=O)[O-])cc3)o2)cc1	-1.9%	nt
COc1ccc(-n2ncc3c(NCc4ccccn4)ncnc32)cc1	0.8%	9.2
CN1C(=O)/C(=C\C=C2/CCCN2C)N(C)C1=S	-1.9%	2.8
CCOc1ccc(NC(=O)c2cc3n(n2)C(C(F)(F)F)CC(c2ccco2)N3)cc1 (stereo unspecified)	-0.8%	nt
O=C(Nc1ccccc1N1CCOCC1)c1ccccc1[N+](=O)[O-]	3.3%	nt
COc1ccccc1CNc1ncnc2cc(OC)c(OC)cc12	-1.4%	0.2
CC12CN3CCN(CC(C3)/C1=N\NC(=O)c1ccccc1N)C2	3.3%	nt
CCC(=O)Nc1ccccc1C(=O)OCC(=O)c1ccc2ccccc2c1	-0.1%	7.5
COc1ccc(-c2cn[nH]c2-c2ccc(OCc3ccc([N+](=O)[O-])cc3)cc2O)cc1	-0.3%	-5.1
S=c1[nH]c(-c2ccccc2)cs1	-2.5%	-8.1
N/C(=N\c1nc2c(c(=O)[nH]1)CCCC2)Nc1ccc(Oc2ccccc2)cc1	-0.6%	nt
CC(C)c1ccc(/C=C/C(=O)NC2CCCCC2)cc1	-3.8%	-11.8
CC(C)(C)OC(=O)N1CCCC1C(=O)NCCc1ccccc1 (stereo unspecified)	3.3%	-1.3
Clc1ccc(-c2cc3ccccc3nc2N2CCOCC2)cc1	7.3%	5.8
COc1ccc(-n2nc3c(c2NC(=O)c2ccc(N4C(=O)CCC4=O)cc2)CSC3)cc1	-5.5%	-10.1
CC(C)Nc1nnc(SCC(=O)NCc2ccc3c(c2)OCO3)s1	7.8%	10.6
CC(C)NC(=O)COC(=O)Cn1[nH]c(=O)c2ccccc2c1=O	-0.9%	-0.3
CC1(C)Cc2nc(N3CCCC3)c(C#N)cc2CO1	2.1%	-10.7
O=C(CN1C(=O)CCSc2ccccc21)Nc1ccc(F)cc1	0.2%	-7.6
O=C(Cc1ccccc1)N1CCN(Cc2c[nH]c3ccccc23)CC1	3.0%	nt
O=C(C1=NNCC1c1ccc(Cl)cc1)C1CO1 (stereo unspecified)	-0.1%	nt
CN(c1ncc(C(F)(F)F)cc1Cl)N1C(=O)c2cccc(N)c2C1=O	-3.9%	nt
CCOC(=O)c1nnn(-c2nn3nnnc3c3ccccc23)c1C	-0.1%	-2.4
CCOC(=O)c1ccc(NC(=O)CC2C(=O)OCCN2CC)cc1 (stereo unspecified)	-3.8%	nt
CN(C)S(=O)(=O)c1cccc(NC(=O)CCNC(=O)c2ccccc2Cl)c1	-4.6%	nt
Cc1cc(C)cc(C(=O)N2CC(C)OC(C)C2)c1 (stereo unspecified)	-7.2%	0.7
Cc1cc(-c2csc(NCc3ccccc3)n2)c(C)n1C	-1.1%	-5.3
CN(CCNC(=O)C1(O)c2ccccc2NC(=O)N1c1ccccc1)Cc1ccccc1 (stereo unspecified)	-2.7%	9.9
Cn1cc(S(=O)(=O)CC(=O)Nc2ccc3c(c2)OCCO3)c2ccccc21	0.9%	nt
CCC(C)Nc1nc(SC(C(C)=O)C(C)=O)nc(N(C)C)n1 (stereo unspecified)	3.1%	nt
CCOC(=O)C1=C(C)NC(=O)NC1c1ccc2c(c1)OCCO2 (stereo unspecified)	-2.7%	-9.0
O=C(O)c1ccc(CN2C(=O)CSC2=S)cc1	1.9%	nt
Cc1ccc(N2C(=O)C3NN=C(C(=O)OCc4ccccc4)C3C2=O)c(C)c1 (stereo unspecified)	5.7%	9.7
Cc1cnc(NC(=O)c2nn(C)cc2[N+](=O)[O-])s1	3.4%	8.5
CN(C)c1ccc(CNC(=O)c2ccc(CNc3c(N4CCCCC4)c(=O)c3=O)cc2)cc1	8.8%	nt
Nc1c(C(=O)N2CCCC2)sc2nc(-c3ccccc3)ccc12	0.7%	11.2
COc1cc(C(C)=O)ccc1Oc1ncnc2c1cnn2-c1ccccc1	5.9%	7.6
CCOc1ccc(-n2c(SC(C)C)nc3c(c2=O)SCC3)cc1	1.2%	nt
Cc1ccccc1C(=O)Nc1cccc(-c2ccc3nncn3n2)c1	nt	-2.4
Cc1cccc(NC(=O)/C(C#N)=C\c2cn(CC(=O)O)c3ccccc23)c1	2.9%	7.6
O=C(CSc1nc(Nc2ccccc2)nc(N2CCOCC2)n1)Nc1ccc2c(c1)OCCO2	0.7%	-8.8
COc1ccccc1Oc1ccc2c(c1)C(=O)N(c1ccc(Br)c3cccnc13)C2=O	0.2%	nt
CN(C)S(=O)(=O)c1ccc(C(=O)OCC(=O)Nc2ccccc2OC(F)F)cc1	1.4%	nt

In the list so far, these have a cyano group:
SMILES	M. tuberculosis GlmU	RmlCD inh 1536
CC1(C)Cc2nc(N3CCCC3)c(C#N)cc2CO1	2.1%	-10.7
Cc1cccc(NC(=O)/C(C#N)=C\c2cn(CC(=O)O)c3ccccc23)c1	2.9%	7.6

Additional results follow:
SMILES	M. tuberculosis GlmU	RmlCD inh 1536
Cc1ccc(S(=O)(=O)N2CCCCC2)cc1NC(=O)Cn1ccsc1=N	-6.6%	-15.0
Cc1ccc2cc3c(nc2c1)N(c1ccccc1)CC3	-3.2%	-0.3
Cc1cccc(-n2cc(CN3CCN(C(=O)c4ncn[nH]4)CC3)c(-c3cccc(F)c3)n2)c1	-4.6%	6.6
COc1ccc(NS(=O)(=O)c2ccc(NC(=S)NC(=O)c3ccc(F)cc3)cc2)nn1	0.6%	nt
Cc1cc(/C=C2/NC(=O)N(c3ccccc3)C2=O)c(C)n1-c1cccnc1	-0.5%	-10.8
COc1ccc(CCn2c(C(C)C)nc3oc4ccccc4c(=O)c3c2=O)cc1	-2.1%	-9.8
CC(C)CCNC(=O)CSc1nc2ccccc2s1	4.2%	-5.8
CC(C)NC(=S)Nc1ccc2nc3n(c(=O)c2c1)CCCCC3	1.2%	nt
CCOc1ccccc1NS(=O)(=O)c1cccs1	4.1%	42.8
Cc1ccc(-c2noc(COc3ccccc3C)n2)cc1	7.2%	-9.2
COc1ccc(-c2ccc(=O)n(Cc3cc(=O)n4ccccc4n3)n2)cc1	1.4%	6.9
Cc1c(/C=N/n2cnnc2)c2ccccc2n1CCOc1ccccc1	1.2%	13.0
COCC(C)NS(=O)(=O)c1ccc(C)cc1 (stereo unspecified)	-1.3%	-6.0
O=C(N/N=C/C=C/c1ccccc1)c1cc2c(ccc3ccccc32)o1	0.1%	5.5
COc1cc2cc3c(N)c(C(=O)NCc4ccco4)sc3nc2cc1OC	1.9%	-6.0
CNC(=S)N/N=C/c1ccccc1OCC(=O)O	1.3%	-1.1
O=C(CN(CCc1ccccc1)C(=O)c1csnn1)NC1CCCC1	6.4%	-9.8
Brc1ccc(CNc2nc3ccccc3n2CCN2CCCCC2)cc1	-8.7%	nt
O=C(Cc1ccccc1)Nc1nonc1NC(=O)c1ccccc1	-3.9%	10.7
Cc1ccc(C2C(C(=O)c3sc(C)nc3C)=C(O)C(=O)N2CCN(C)C)o1 (stereo unspecified)	-0.6%	32.2

Arranged by SMILES length (low to high): 3 of the compounds above
SMILES	M. tuberculosis GlmU	RmlCD inh 1536
Cc1ccc2cc3c(nc2c1)N(c1ccccc1)CC3	-3.2%	-0.3
CC(C)NC(=S)Nc1ccc2nc3n(c(=O)c2c1)CCCCC3	1.2%	nt
CN(c1ncc(C(F)(F)F)cc1Cl)N1C(=O)c2cccc(N)c2C1=O	-3.9%	nt

Entries of single compounds, looked up by structure:
Brc1ccc(CNc2nc3ccccc3n2CCN2CCCCC2)cc1 across the screens: M. tuberculosis GlmU: -8.7%; RmlCD inh 1536: nt
COCC(C)NS(=O)(=O)c1ccc(C)cc1 (stereo unspecified) across the screens: M. tuberculosis GlmU: -1.3%; RmlCD inh 1536: -6.0

Carrying on:
SMILES	M. tuberculosis GlmU	RmlCD inh 1536
C=C(C)Cn1cnc2c(oc3nc4c(cc32)CCCC4)c1=O	nt	-7.0
O=C(CC1C(=O)NCCN1Cc1ccc(-c2ccccc2)cc1)NCCc1ccccn1 (stereo unspecified)	1.8%	0.8
COC(=O)CCN(C(=O)c1ccc(N2CCCC2)c([N+](=O)[O-])c1)c1ccccn1	-4.1%	7.9
O=C(Nc1nc(-c2cccc(Br)c2)cs1)Oc1ccccc1	6.1%	6.0
CCc1cccc(NC(=O)c2ccc(Br)o2)c1	3.1%	-19.5
CN(CCc1ccccn1)C(=O)CCC1CCCN(Cc2ccccc2OC(F)F)C1 (stereo unspecified)	0.5%	nt
Cc1nonc1CN(C)C(=O)CC1C(=O)NCCN1Cc1ccccc1C(F)(F)F (stereo unspecified)	6.0%	-9.2
O=C(O)CC12CC3CC(C1)CC(n1ncc(NCC4CCCO4)c(Cl)c1=O)(C3)C2 (stereo unspecified)	-1.1%	8.9
CC1CCCCN1C(=S)NCCc1ccccc1 (stereo unspecified)	-4.2%	14.9
O=C(NC(=S)Nc1ccccc1N1CCOCC1)c1ccc([N+](=O)[O-])cc1	1.1%	-5.7
Cc1ccccc1NC(=S)C1=C(O)c2sccc2N(C)S1(=O)=O	7.0%	nt
O=C(COc1ccc2c(c1)CCC2)N1CCN(c2ccccc2F)CC1	-4.8%	nt
COC(=O)c1cc2c(ccn2-c2ccc(F)cc2)n1CC(=O)C(C)(C)C	-2.0%	4.9
CC(=O)c1c(C)[nH]c(C(=O)N2CCN(c3ncccn3)CC2)c1C	3.7%	-2.7
CCCN(CCC)c1nc2ccccc2n2c(C)nnc12	1.8%	-7.9
O=C(Oc1cccc(C(=O)N2CCOCC2)c1)c1ccc(Br)cc1	-2.1%	10.3
CCN1CCN(C(C)C(=O)NC2CCCCC2)CC1 (stereo unspecified)	4.0%	nt
CCCCN(c1ccccc1)c1ncnc(N)c1[N+](=O)[O-]	5.1%	7.7
COc1ccc(S(=O)(=O)NC2(C(F)(F)F)N=C(c3ccccc3)NC2=O)cc1 (stereo unspecified)	4.8%	nt
C/C=C/C(=O)Nc1cccc(C2=NOC3(C2)C[C@@H](C(N)=O)N(C(=O)c2cc([N+](=O)[O-])cc([N+](=O)[O-])c2C)C3)c1 (stereo partly specified)	0.8%	4.0
O=C(Nc1ccc(Oc2ccc3c(c2)C(=O)N(c2ccc(O)cc2)C3=O)cc1)c1cccs1	2.3%	3.0
CCOc1ncccc1C(=O)OCC(=O)c1ccccc1	-3.7%	nt
COC(=O)[C@H](CC(C)C)NC(=O)N1CCC(C)CC1	-4.4%	-8.3
CCOc1ccc(NC(=O)NCCCSC2CCCCC2)cc1	1.2%	-4.5
COc1ccc(-c2[nH]ncc2CN2CCN(c3ccccn3)CC2)c(OC)c1	1.7%	-5.3
O=C(NC(=S)N1CCCc2ccccc21)c1ccc(Br)cc1	-6.0%	10.2
COc1cccc(NC(=O)C(=O)NCCc2ccc(F)cc2)c1	1.7%	-7.2
CC(=O)c1ccc(NC(=O)Nc2ccc(Br)cc2C)cc1	-4.1%	28.0
Cc1ccccc1CSc1nsc(N)n1	5.7%	6.1
O=C(N/N=C\c1cccc(Cl)c1)c1ccc(Cn2cc(Br)c([N+](=O)[O-])n2)o1	-5.3%	nt
CCCc1cc(=O)oc2cc(Oc3ncccn3)ccc12	5.1%	2.6
COc1cc(/C=C/C(=O)OCC(=O)Nc2c(C)n(C)n(-c3ccccc3)c2=O)ccc1OCC#N	1.1%	6.8
O=C(O)CN1C(=O)C2C3CC(C2C1=O)C1C(c2ccc(F)cc2)c2sc(=O)[nH]c2SC31 (stereo unspecified)	nt	9.1
O=C(COC(=O)CCCc1nc2ccccc2s1)Nc1ncc(Cl)cc1Cl	1.3%	21.8
S=C(NCc1cccnc1)NCc1cccnc1	1.0%	-11.1
COC(=O)c1ccc2c(c1)N(Cc1nc(-c3cccc(C)c3)oc1C)C(=O)C1CCCN21 (stereo unspecified)	2.1%	6.3
Cc1cc(C(=O)COc2ccc(F)cc2Br)c(C)n1C	-3.4%	3.0
CCn1cc(C(=O)N2CCc3ccccc32)c(=O)c2cc(S(=O)(=O)N3CC(C)CC(C)C3)ccc21 (stereo unspecified)	0.6%	nt
[O-]/C(=C(\C(=S)NCc1ccccc1)[n+]1ccccc1)c1ccc(Cl)cc1	-5.3%	-1.9
COC(=O)c1cc([N+](=O)[O-])ccc1N1CCN(Cc2ccccc2)CC1	-0.1%	6.6
COCCCn1ccc(O)c(Cc2ccc(F)cc2)c1=O	-1.6%	6.9
CN(C)CCCn1c(=O)n(CCc2ccccc2)c(=O)c2c3c(sc21)CCCCC3	-2.4%	30.3
CC1(C)CC(=O)C(C=Nc2ccncc2)=C(O)C1	0.9%	nt
O=C(c1ccc(-c2ccccc2)cc1)N1CCCC1	4.4%	-0.3
O=C1CCC(C(=O)OCC(=O)c2ccccc2)N1 (stereo unspecified)	-1.1%	10.3
O=C(O)CSC1c2ccccc2C(=O)N1c1ccccc1 (stereo unspecified)	0.8%	10.0
O=C(CCC(=O)OC(C(=O)c1ccccc1)c1ccccc1)Nc1ccccc1 (stereo unspecified)	-0.9%	nt
